From PubChem
HepG2 tox: counter-screen for TGF-b inhibitors: cytotoxicity in HepG2 cells; HepG2 CAGA-GFP viability, ATP luminescence, 18 h; Potency, µM (highest dose often 46.1 µM), for inactives: at the highest dose activity change, negative = cytotoxicity, most hits filed as cytotoxic; 410,000 tested, 0.76% active; AID 588856; further: potency means the concentration at half of the fitted maximal effect; some results filed as inactive show a strong effect at the top dose
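HepG2 CAGA-GFP cells (1000/well, DMEM with 1% FBS) received compound, then TGF-beta at 500 pg/mL final, and were incubated 18 hours at 37 degrees C. Viability was read by CellTiter-Glo luminescence. Media-only wells were set as complete cell-killing and DMSO as no toxicity.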
A549 tox: A549 cytotoxicity, counter-screen for Nrf2 inhibitors; 390,000 tested, 0.16% active; A549 ARE-Fluc cells, CellTiter-Fluor viability, 18-24 h; Potency, µM (series often up to 46 µM), inactives show top-dose activity change, negative = cytotoxicity, actives largely listed as inhibitors; AID 504648; further: potency means the concentration at half of the fitted maximal effect; on the % scale 0 is the no-effect control and ±100 the full control effect
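A549 ARE-Fluc cells in 5% FBS OPTI-MEM, 5000 cells/well, rested 2 h then exposed to compounds in concentration-response for 18-24 h at 37 °C. Viability by CellTiter-Fluor fluorescence (Ex 405/Em 525) after 30 min; luciferase luminescence (BugLite, 15 min, RT) read afterwards.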
TGFb SMAD3 inh: TGF-b pathway inhibition; Potency, µM (doses to about 46.1 µM), for the others: top-dose activity, negative = inhibition, usual class: inhibitors; HepG2 CAGA-GFP TGF-b/SMAD3 reporter, GFP fluorescence, 18 h; TGF-beta stimulated, 500 pg/mL final; 410,000 tested, 1.2% active; AID 588855; further: potency means the concentration at half of the fitted maximal effect; on the % scale 0 is the no-effect control and ±100 the full control effect; nearly all actives have a fitted effect of over 65% in size
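GFP signal (ex488/em500-530) from TGF-beta-stimulated HEPG2 CAGA-GFP cells, 500 pg/mL final, 18 h at 37 degrees C in DMEM plus 1% FBS, normalized to unstimulated and DMSO-stimulated controls.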
pAkt inh: Akt phosphorylation inhibition; Neuro2A IGF-stimulated pAkt S473 HTRF, 20 min; stronger effect = lower value; activity change, % for hits at 50 µM; 360,000 tested, 0.32% active; AID 651550; in the data active means activity change below about -80%; inconclusive means mostly about -51% to -80%; further: on the % scale 0 is the no-effect control and ±100 the full control effect
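Neuro2A cells (4,500/well, DMEM with 0.5% FBS) were treated with compound at a single 50 µM final concentration, stimulated with 6 nM IGF for 20 min at 37 °C, and lysed. Phospho-Akt Ser473 was read by HTRF as 665/615 ratio ×10^4.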
S2 tox: viability counter-screen for ATXN expression inhibitors; S2 cells (HEK-293 line with an ATXN2-luciferase reporter) viability, CellTiter-Fluor protease fluorescence, 24 h; Potency, µM (highest dose often 56.7 µM), most hits filed as cytotoxic; 400,000 tested, 0.49% active; AID 651635; further: potency means the concentration at half of the fitted maximal effect; nearly all actives have a fitted effect of over 40% in size
Nrf2 ARE act: activates Nrf2 signaling. AREc32 ARE-luciferase reporter (MCF7-derived line), luminescence, 24 h. Potency, µM (top dose mostly 46.1 µM), for inactives: top-dose activation, usual class: activators. 410,000 tested, 0.31% active. AID 624171; further: potency means the concentration at half of the fitted maximal effect; % of control where 0% means no effect; nearly all actives have a fitted effect of over 65% in size
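AREc32_Fluc, 1000 cells/well, OPTI-MEM + 5% FBS, o/n 37 deg C 5% CO2; 23 nL cpd by pin tool, 24 hr; Steady-Glo 30 min RT, luminescence.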
CCT chaperon mod: changes cytosolic chaperonin activity; purified chaperonin ATPase assay, HTRF ADP detection, 30 min; activity change, % (no concentration beside the values), hits read low; 360,000 tested, 0.3% active; AID 651819; in the data active means activity change below about -30%; further: on the % scale 0 is the no-effect control and ±100 the full control effect
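We incubate TRiC, 40 or 20 nM final, with library compounds at 76 uM and 10 uM ATP for 30 min at 37 °C. ADP formed is detected with Transcreener HTRF reagents after 30 min at room temperature.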
MmCpn inh: blocks the Methanococcus maripaludis chaperonin Mm-Cpn. purified Mm-Cpn ATPase, ADP Transcreener TR-FRET. Potency, µM (series often up to 76.9 µM), without a hit: at the highest dose activity, negative = inhibition, actives largely listed as inhibitors. 330,000 tested, 0.031% active; further: potency means the concentration at half of the fitted maximal effect; on the % scale 0 is the no-effect control and ±100 the full control effect; nearly all actives have a fitted effect of over 80% in size
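Eu-cryptate anti-ADP/ADP-d2 competition gives a ratio inversely related to ADP. Enzyme at 25 nM was pre-exposed to compound for 10 min, then given 10 uM ATP for 30 min, 37°C throughout.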
Nrf2 inh: inhibitors of Nrf2 signaling; AID 504444; A549 ARE-Fluc reporter, luciferase luminescence, 18-24 h; 360,000 tested, 2.1% active; Potency, µM (series often up to 46 µM), for the others: at the top dose activity change, negative = inhibition, most hits filed as inhibitors; further: potency means the concentration at half of the fitted maximal effect; on the % scale 0 is the no-effect control and ±100 the full control effect; nearly all actives have a fitted effect of over 60% in size
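A549 ARE_Fluc cells, 5000/well, 5% FBS OPTI-MEM; compounds in dose-response, 18-24 h at 37 °C/5% CO2; CellTiter-Fluor viability read (Ex 405/Em 525), then BugLite luciferase luminescence = Nrf2 activity.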
* marks the source's active call; other numbers are inactive results; i = inactive; ? = inconclusive; · = not tested or not shown; [ ] = dose if it differs, or a comment. Unless noted, the call rests on the fitted dose curve; in most records, active means well fitted curve in the direction sought with a large enough effect; inconclusive means small, poorly fitted or top-dose-only effect, or another doubt; inactive means no such curve, though single readings can be large; an effect the other way counts as inactive or inconclusive.

SMILES,Nrf2 inh,A549 tox,HepG2 tox,pAkt inh,Nrf2 ARE act,CCT chaperon mod,S2 tox,MmCpn inh,TGFb SMAD3 inh
O=C(Nc1nnc(SCC(=O)N2CCOCC2)s1)C1CC(=O)N(c2ccccc2)C1 (stereo unspecified),?,3%,0%,i,0.1%,-1.8,i,2%,-13%
CC1CC(C)CN(c2nc3c(c(=O)n(C)c(=O)n3C)n2CCSc2ncccn2)C1 (stereo unspecified),5%,15%,-9%,i,0.4%,-1.0,i,1%,-8%
CC(=O)N1CCOc2ccc(S(=O)(=O)N3CCC(C(=O)Nc4cc(C)ccc4C)CC3)cc21,-23%,-2%,-10%,i,-2.0%,-2.1,i,-1%,-17%
CCOC(=O)Nc1cccc(Cl)c1C,14%,-10%,5%,i,0.4%,2.3,i,-1%,-1%
Cc1cccc(CN2CCN(c3nc4nonc4nc3NC3CC3)CC2=O)c1,-6%,-8%,-2%,i,-0.4%,-5.9,i,-4%,-2%
CCn1c(SCC(=O)Nc2cc(OC)ccc2OC)nnc1C1CCCCC1,14%,2%,-10%,i,-0.4%,-1.3,i,-1%,8%
Cc1c(C(=O)NCc2ccco2)cccc1[N+](=O)[O-],3%,0%,-26%,i,0.1%,2.8,i,1%,?
Cc1ccc(CNC(=O)C2CCN(S(=O)(=O)c3cccs3)CC2)cc1,-9%,1%,-3%,i,-0.1%,-0.8,i,-1%,-2%
COc1ccc(C2(CNC(=O)c3ccc(OC)c([N+](=O)[O-])c3)CCOCC2)cc1OC,5%,-2%,-6%,i,-0.4%,-1.6,i,1%,1%
COc1cc(OC)cc(-c2nnc(NC(=O)Cc3ccc(F)cc3)o2)c1,11%,-5%,-4%,i,-0.3%,-15,i,-3%,3%
COCC(=O)N(C)C1(c2nnnn2CCOC(=O)Nc2ccc(Cl)cc2)CCCC1,-18%,-2%,3%,i,0.1%,1.4,i,-2%,-13%
Cc1ccc(N2C(=O)c3ccccc3C2Nc2ccccc2)nc1 (stereo unspecified),12%,11%,-17%,i,0.4%,-2.4,i,-1%,-2%
COc1ccc(CNC(=O)CN(C2CCCCC2)S(C)(=O)=O)cc1,14%,7%,2%,i,2.6%,0.1,i,1%,10%
Cc1nn(-c2ccccc2)c(Cl)c1/C=N/NC(=O)c1ccnn1C,4%,0%,-14%,·,4.1%,-2.4,i,-2%,-5%
Cc1cccc(-n2c(CCc3ccccc3)nnc2SCC(=O)c2ccccc2)c1,-18%,-10%,-6%,i,11%,-2.1,?,2%,?
O=C(O)CCCC(=O)Nc1ccccc1Br,·,-1%,4%,i,4.0%,-0.9,i,1%,29%
Cc1ccc(-n2cc(CN3CCN(Cc4nccn4C)CC3)c(-c3ccc(F)cc3)n2)cc1,2%,-6%,-77%,i,2.8%,1.3,?,2%,?
COCCCNc1nc2ccccc2nc1NS(=O)(=O)c1cccs1,-6%,2%,3%,i,-0.8%,-0.1,i,-1%,1%
Cn1c(=O)cc(SCC(=O)NCCCN2CCN(c3ccc(F)cc3)CC2)c2ccccc21,-18%,-2%,-29%,i,0.2%,-0.1,i,0%,-3%
CC(NC(=O)c1ccccc1Br)c1nnc(SCc2ccc([N+](=O)[O-])cc2)n1C (stereo unspecified),·,-14%,-2%,i,-1.1%,-5.6,i,-19%,21%
COc1cccc(CNc2ccc(S(=O)(=O)N3CCCC3)cn2)c1,4%,0%,-17%,i,-0.4%,-1.3,i,-1%,-25%
O=C(COc1ccc(C(=O)c2ccccc2)cc1)NCc1ccc(F)cc1,24%,1%,5%,i,1.9%,0.9,?,1%,?
CCCCCC(=O)NC(=S)Nc1ccccc1C(=O)OC,-4%,-2%,-15%,i,4.0%,-2.0,?,·,-12%
CC1CCN(c2ccccc2NC(=O)c2cc([N+](=O)[O-])ccc2N2CCOCC2)CC1,?,-19%,13%,i,4.8%,1.2,?,-2%,-25%
Cc1ccc2[nH]c(=O)cc(C(=O)OCC(=O)c3ccc(F)cc3)c2c1,1%,2%,-18%,i,0.1%,-2.5,i,1%,-3%
Cc1cc(=O)n2nc(N3CCCC(C(=O)N4CCN(c5ccccc5)CC4)C3)sc2n1 (stereo unspecified),?,-13%,3%,i,-0.7%,-0.3,i,-2%,7%
Cc1noc(C)c1NC(=O)Nc1ccc2c(c1)C(=O)N([C@H](C)CO)C[C@H](C)[C@@H](CN(C)S(=O)(=O)c1ccccc1)O2,27%,7%,-4%,i,-0.7%,-1.8,i,-1%,5%
CCc1nc(SCC(=O)Nc2cc(C)on2)n[nH]1,4%,-1%,12%,i,-1.1%,1.1,i,0%,13%
c1cnc2ccc(C(c3nnnn3C3CCCCC3)N3CCCCC3)cc2c1 (stereo unspecified),1%,-10%,-17%,i,0.5%,-0.5,i,0%,0%
O=C(Oc1cccc(C(=S)N2CCCCC2)c1)c1ccccc1,-2%,11%,-33%,i,-0.3%,-0.8,·,3%,-2%

Quoted at random: 3 compounds from above, in no set order.
SMILES,Nrf2 inh,A549 tox,HepG2 tox,pAkt inh,Nrf2 ARE act,CCT chaperon mod,S2 tox,MmCpn inh,TGFb SMAD3 inh
CCc1nc(SCC(=O)Nc2cc(C)on2)n[nH]1,4%,-1%,12%,i,-1.1%,1.1,i,0%,13%
c1cnc2ccc(C(c3nnnn3C3CCCCC3)N3CCCCC3)cc2c1 (stereo unspecified),1%,-10%,-17%,i,0.5%,-0.5,i,0%,0%
COc1cccc(CNc2ccc(S(=O)(=O)N3CCCC3)cn2)c1,4%,0%,-17%,i,-0.4%,-1.3,i,-1%,-25%

(next part)
SMILES,Nrf2 inh,A549 tox,HepG2 tox,pAkt inh,Nrf2 ARE act,CCT chaperon mod,S2 tox,MmCpn inh,TGFb SMAD3 inh
O=C(c1ccco1)N(Cc1cc2ccccc2[nH]c1=O)CC1CCCO1 (stereo unspecified),8%,-5%,11%,i,-0.2%,-8.0,i,1%,-2%
CN(C)c1nc2c(c(=O)n(C)c(=O)n2C)n1Cc1ccccc1,7%,3%,1%,i,-0.2%,0.2,i,-2%,0%
CCOc1ccc(Nc2nc(Cl)nc(N3CCN(c4ccc(OC)cc4)CC3)n2)cc1,-18%,-6%,-38%,i,3.6%,2.0,i,-1%,-7%
O=C(NCc1ccco1)C(c1ccccc1)N(Cc1ccccc1)C(=O)Cn1nnc2ccccc21 (stereo unspecified),-15%,2%,-10%,i,0.3%,2.4,i,-2%,-15%
Nc1ccc(Br)cc1C(=O)O,3%,-1%,-24%,i,2.3%,-1.3,i,-1%,-15%
Cc1ccccc1-c1nc(S(=O)(=O)c2ccccc2)c(NCCN2CCOCC2)o1,·,·,-38%,i,0.3%,-1.0,i,·,-6%
CCOc1ccc(C2C(C#N)=C(N)Oc3cc(C)n(CCN4CCOCC4)c(=O)c32)cc1OCC (stereo unspecified),11%,3%,18%,i,2.6%,0.7,i,0%,15%
Cn1nccc1NC(=O)CSCC(=O)O,9%,-3%,23%,i,0.0%,0.5,i,-2%,19%
CCn1cc(C(=O)N2CCN(c3ccccc3)CC2)c(=O)c2cc(S(=O)(=O)N(C)C)ccc21,?,8%,12%,·,0.4%,·,i,·,-27%
Cc1ccc(S(=O)(=O)/N=C(\N)c2ccc(F)cc2)cc1,9%,14%,2%,i,0.3%,-0.2,i,-9%,14%
O=c1cc(-c2ccccc2)[nH]c2[nH]n(-c3ccccc3)c(=O)c12,-10%,·,1%,i,5.1%,-1.8,i,1%,-7%
CCNc1sc(C(=O)OCC)c(N)c1C#N,-17%,0%,-15%,i,-0.1%,-2.7,i,-3%,-13%
COc1ccc(C(=O)COC(=O)c2cc3ccccc3oc2=O)c(OC)c1,-3%,-4%,-8%,i,-0.5%,-2.0,i,-2%,0%
O=C1CCC(C(=O)OC(C(=O)Nc2cc(Cl)cc(Cl)c2)c2ccccc2)=NN1 (stereo unspecified),9%,-1%,-18%,i,-0.8%,9.8,i,-1%,-10%
COCCn1c(-c2ccc3ccccc3c2)nc2c1c(=O)[nH]c(=O)n2CC(C)C,-20%,3%,-20%,i,4.1%,0.8,i,-24%,?
CCOc1ccccc1/C=N/NC(=O)c1cccc(Cl)c1,-2%,-1%,-19%,i,11%,-1.6,i,1%,?
COc1ccc(CCNCC(O)Cn2ccc3ccccc32)cc1OC (stereo unspecified),3%,14%,-30%,i,-0.3%,-5.8,?,-6%,-11%
CC1CCN(S(=O)(=O)c2cccc(S(=O)(=O)N3CCOCC3)c2)CC1,-27%,0%,-19%,i,2.4%,0.3,i,4%,-7%
CC(=O)NC(CCS(C)(=O)=O)C(=O)Nc1cc(Cl)ccc1Cl (stereo unspecified),0%,1%,-4%,i,-0.6%,-1.2,i,4%,-3%
COCCNC(=O)C(=O)NCC1OCCN1S(=O)(=O)c1ccc2c(c1)OCCO2 (stereo unspecified),-1%,1%,-17%,i,-0.3%,-0.9,i,0%,9%
CC12CCC(c3c(CO)nn(-c4ccccc4)c31)C2(C)C (stereo unspecified),-5%,-8%,2%,i,-0.5%,0.2,i,1%,41%[activator]
CCN(CC)CCN(C(=O)c1cc2ccccc2cc1OC)c1nc2ccc(F)cc2s1,?,-1%,-17%,i,4.8%,-2.9,i,1%,?
CC(C)(C)[C@@H]1C=C(C(=O)O)O[C@H](OCCCCO)C1,6%,-5%,-9%,i,0.5%,-3.9,i,·,0%
CC12CCC(C(=O)Nc3cccc(Cl)c3)(C(Br)C1=O)C2(C)C (stereo unspecified),-4%,10%,-25%,i,-0.3%,-1.1,i,-1%,-29%

Outcome played no part in choosing rows, and some 4.4% of all compounds hit somewhere here.
